RBX1-CUL1 inh: inhibitors of human ROC1-CUL1 ubiquitin ligase activity; E3 ubiquitin-protein ligase RBX1 (Homo sapiens) + Cullin-1 (Homo sapiens), P62877+Q13616; in vitro K48 di-Ub FRET, acceptor:donor ratio, 45 min; inhibition, % at 10 µM; 140,000 compounds, 0.6% hits; AID 1347404, 2020; in the data active = inhibition above about 25%
Target sequence (P62877 whole entry, looked up): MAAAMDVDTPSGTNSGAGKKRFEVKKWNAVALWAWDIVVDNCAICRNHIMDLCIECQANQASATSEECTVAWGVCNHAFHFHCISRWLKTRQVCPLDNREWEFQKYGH
Target sequence (Q13616 whole entry, looked up): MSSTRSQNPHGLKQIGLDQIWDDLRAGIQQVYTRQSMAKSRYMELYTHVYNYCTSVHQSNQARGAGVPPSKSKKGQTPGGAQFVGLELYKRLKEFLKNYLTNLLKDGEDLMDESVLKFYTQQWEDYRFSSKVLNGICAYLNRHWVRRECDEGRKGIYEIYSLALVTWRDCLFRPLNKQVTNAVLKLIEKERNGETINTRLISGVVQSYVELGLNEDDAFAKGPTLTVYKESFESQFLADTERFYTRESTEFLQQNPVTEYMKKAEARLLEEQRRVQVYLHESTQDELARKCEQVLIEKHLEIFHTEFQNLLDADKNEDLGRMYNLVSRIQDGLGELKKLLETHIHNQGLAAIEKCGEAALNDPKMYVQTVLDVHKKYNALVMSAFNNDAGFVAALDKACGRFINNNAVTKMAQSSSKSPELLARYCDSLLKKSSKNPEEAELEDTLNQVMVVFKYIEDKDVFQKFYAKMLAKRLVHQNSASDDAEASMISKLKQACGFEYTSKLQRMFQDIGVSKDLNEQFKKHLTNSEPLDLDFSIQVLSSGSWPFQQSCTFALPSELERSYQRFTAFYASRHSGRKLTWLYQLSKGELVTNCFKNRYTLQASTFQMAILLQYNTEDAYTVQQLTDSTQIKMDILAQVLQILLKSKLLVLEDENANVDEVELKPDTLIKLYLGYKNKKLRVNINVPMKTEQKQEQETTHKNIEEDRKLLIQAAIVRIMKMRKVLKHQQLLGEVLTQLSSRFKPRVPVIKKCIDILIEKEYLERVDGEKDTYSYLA
An asterisk follows results filed as active.

SMILES | RBX1-CUL1 inh
Cc1cccc(CCNC(=O)C2CCN(c3ncnc4c3nc3n4CCCCC3)CC2)c1 | 0
CC(C)c1cc(=O)n2[nH]c(SCc3ccccc3)nc2n1 | 6
COc1cc2c(cc1CNC1CCCc3nc(N(C)C)ncc31)OCO2 (stereo unspecified) | -1
CN(C)CCCOC(=O)c1ccco1 | -1
CCN(C(=O)Cn1c(=O)oc2cc(S(=O)(=O)N3CCCC3)ccc21)c1cccc(C)c1 | 1
CC(C)Cc1n[nH]c2c1CN(c1nnnn1-c1ccccc1)CC2 | 0
CC(C)NS(=O)(=O)c1cccnc1Cl | -12
CC1=C(c2ccccc2)C(=O)C2C=CC(=O)C=C2O1 (stereo unspecified) | -13
CCOc1cc(C2C3=C(CCCC3=O)N(CC(=O)O)C3=C2C(=O)CCC3)cc(Cl)c1OCc1ccccc1 | 8
COc1ccccc1CNc1nc(-c2ccco2)nn1S(=O)(=O)c1ccc2ccccc2c1 | -8
CCN(C(=O)c1cc2c(=O)oc3ccc(C)cc3c2s1)c1cc(OC)ccc1OC | 0
CCCCC(=O)Nc1cccc(Cl)c1N1CCN(C(=O)C(C)C)CC1 | -3
CCOC(=O)c1[nH]c2ccc(Br)cc2c1NC(C)=O | 11
O=C1NC(=S)N(c2ccc(Br)cc2)C(=O)/C1=C/c1ccc(F)cc1 | 0
COc1ccc(C(=O)Nc2ccc(-c3nc4cc(C)ccc4o3)c(O)c2)cc1 | 5
Cn1c(=O)c2c(-c3ccccc3)n3c(c2n(C)c1=O)C(c1cc(Cl)ccc1O)Nc1ccccc1-3 (stereo unspecified) | 3
O=C(Cn1ncc2c(=O)oc3ccccc3c21)N1CCN(c2ccc(Cl)cc2)CC1 | 4
Cc1ccc2oc3c(c(=O)c2c1)C(c1ccccc1F)N(CCCN(C)C)C3=O (stereo unspecified) | -4
O=C(Cc1cccs1)Nc1ccc(F)c(Cl)c1 | 0
CC12CCC(C(=O)NCCCNC(=O)C34CCC(C)(C(=O)C3)C4(C)C)(CC1=O)C2(C)C | 2
COc1ccccc1C(=O)Nc1ccc2nc(SCC(=O)N3CCCc4ccccc43)sc2c1 | -5
CC(C1CCN(C(=O)CCN2Cc3ccccc3OC(c3ccccc3F)C2)CC1)N1CCOCC1 (stereo unspecified) | 6
COC(=O)C1(C(F)(F)F)N=C2C=CC(Cl)=CN2C(c2ccc(F)cc2)=N1 (stereo unspecified) | 9
COc1ccc(OC)c(C2CC(=O)c3c([nH]c(C(=O)OCC4CCCCC4)c3C)C2)c1 (stereo unspecified) | 14
CCC(=O)N1CCCc2cc(S(=O)(=O)N3CCC(C(=O)Nc4ccc(F)c(F)c4)CC3)ccc21 | -8

Taken from above:
Entry of COC(=O)C1(C(F)(F)F)N=C2C=CC(Cl)=CN2C(c2ccc(F)cc2)=N1 (stereo unspecified) under RBX1-CUL1 inh: 9
Entry of CCCCC(=O)Nc1cccc(Cl)c1N1CCN(C(=O)C(C)C)CC1 under RBX1-CUL1 inh: -3
Entry of CCN(C(=O)Cn1c(=O)oc2cc(S(=O)(=O)N3CCCC3)ccc21)c1cccc(C)c1 under RBX1-CUL1 inh: 1
Entry of CC(C1CCN(C(=O)CCN2Cc3ccccc3OC(c3ccccc3F)C2)CC1)N1CCOCC1 (stereo unspecified) under RBX1-CUL1 inh: 6
Entry of O=C(Cn1ncc2c(=O)oc3ccccc3c21)N1CCN(c2ccc(Cl)cc2)CC1 under RBX1-CUL1 inh: 4
Entry of CC(C)NS(=O)(=O)c1cccnc1Cl under RBX1-CUL1 inh: -12
Entry of COc1cc2c(cc1CNC1CCCc3nc(N(C)C)ncc31)OCO2 (stereo unspecified) under RBX1-CUL1 inh: -1

More structures
SMILES | RBX1-CUL1 inh
CCC(=O)Nc1cccc(NC(=O)CC)n1 | -13
COc1cc(NS(=O)(=O)c2ccc(N=CCC(=O)c3ccc4c(c3)OCO4)cc2)nc(OC)n1 | 0
COc1cccc(CNC(=O)CCCn2ncn3c(cc4occc43)c2=O)c1OC | 2
O=C(CN1CCOCC1)N/N=C\c1cc(Cl)c(OCc2ccc(Cl)cc2)c(Cl)c1 | 2
O=C(CC=Nc1ccc(Br)cc1Cl)c1ccc(Cl)cc1 | 14
CCN1CCN(CC(O)COCCOc2ccc(Br)cc2)CC1 (stereo unspecified) | -8
CCCCN(C(=O)Nc1ccc(OCC)cc1)C1CCN(C(C)=O)CC1 | -3
COc1cc(NC(=O)c2ncn(-c3ccccc3)n2)cc(OC)c1 | -3
CCOC(=O)c1ccc(NS(=O)(=O)c2cn(C)c(C)n2)cc1 | -8
Cc1ccc(S(=O)(=O)N=S(CCO)CCO)cc1 | 4
CCCCNS(=O)(=O)c1ccc(NS(C)(=O)=O)cc1 | 3
COC1OC(COC(=O)c2ccc(C)cc2)C2OC12 (stereo unspecified) | -5
Cc1cc(S(N)(=O)=O)ccc1N=CC1C(=O)NC(=O)N(c2ccccc2)C1=O (stereo unspecified) | -3
CC1=NC2=C(C(=O)CCC2)C(c2ccsc2)C1C(=O)N1CCOCC1 (stereo unspecified) | 2
COc1cc(C(=O)Nc2ccc(N(C)C(C)=O)cc2)cc(OC)c1OC | 2
Cc1cc(C)c(S(=O)(=O)N2CCC(C#N)(c3ccccc3)CC2)c(C)c1 | 0
COc1cc(C(=O)OC(c2ccccc2)c2ccccc2)cc(OC)c1OC | 6
CCCSc1nc(N2CCCCC2)c2c(c1C#N)CCCC2 | 14
O=C1c2ccccc2C(=Nc2ccc(N=Cc3cc([N+](=O)[O-])cc(Br)c3O)cc2)C1c1ccccc1 (stereo unspecified) | 2
COC(=O)C1C(C)=NC(C)=C(C(=O)OCCN2CCN(S(=O)(=O)c3ccc(C)cc3)CC2)C1c1cccc([N+](=O)[O-])c1 (stereo unspecified) | 0
COc1ccc(CNC(=O)N=C2CN(CC(C)C)C(=O)c3ccccc32)cc1 | 2
CCc1noc(C)c1C(=O)Nc1cccc(Cl)c1 | 7
COC(OC)C1Nc2ccccc2C(=O)N1c1ccc(C)cc1 (stereo unspecified) | 2
Cc1c(C(=O)Nc2cccc(-c3nc4ccccc4s3)c2)oc2ccccc12 | 5
N#Cc1cc([N+](=O)[O-])cnc1N(CCO)CCO | 5

In the list so far, these contain an NH in an aromatic ring.
SMILES | RBX1-CUL1 inh
CC(C)c1cc(=O)n2[nH]c(SCc3ccccc3)nc2n1 | 6
CC(C)Cc1n[nH]c2c1CN(c1nnnn1-c1ccccc1)CC2 | 0
CCOC(=O)c1[nH]c2ccc(Br)cc2c1NC(C)=O | 11
COc1ccc(OC)c(C2CC(=O)c3c([nH]c(C(=O)OCC4CCCCC4)c3C)C2)c1 (stereo unspecified) | 14

The main list resumes with the 2 entries that preceded the break.
SMILES | RBX1-CUL1 inh
Cc1c(C(=O)Nc2cccc(-c3nc4ccccc4s3)c2)oc2ccccc12 | 5
N#Cc1cc([N+](=O)[O-])cnc1N(CCO)CCO | 5
CCN(C(=O)c1cc2c(=O)n3cccc(C)c3nc2s1)c1ccc(C)c(C)c1 | -1
COc1ccc(Oc2c(C)oc3cc(OC(=O)N4CCOCC4)ccc3c2=O)cc1 | -2
C=CCn1c(SCC(=O)NCCN2CCOCC2)nc2sc(C)c(C)c2c1=O | 1
Cc1ccc(C(=O)NNC(=O)CSc2nnc(-c3ccccc3)n2-c2ccc(C)cc2)cc1 | 5
O=C(CCc1cn[nH]c1)NC1CCCN(CCc2ccccc2)C1 (stereo unspecified) | 2
Cc1ccc(NC(=O)Cn2nc(C(F)(F)F)c3c2CCC3)cc1C | 2
O=C(Nc1cccc(-n2cccn2)c1)C1CCCN1C1CCC1 (stereo unspecified) | -2
Cc1cccc(C(=O)Nc2sc3c(c2C(=O)Nc2ccccc2)CCC3)c1 | 0
Cc1cccc(C2CCCN(C(=O)CC3(c4cccc(C(F)(F)F)c4)CC(=O)N(C4CC4)C3=O)C2)c1 (stereo unspecified) | 1
CCOC(=O)Cc1nnc2c(Nc3ccccc3F)nc3nonc3n12 | -2
COCCCNc1ncnc2sc(C(=O)N(C)CC(C)C)c(C)c12 | 11
O=C(Cn1cc(S(=O)(=O)c2ccc(F)cc2)c(=O)c2cc3c(cc21)OCO3)Nc1ccccc1 | -4
COCCN1CCCC2(CCN(Cc3c(F)cccc3Cl)C2)C1=O (stereo unspecified) | 2
Cc1cc(C)cc(NC(=O)Cn2c(=O)n(C(C)C)c(=O)c3oc4ccccc4c32)c1 | -8
COc1ccc(OC)c(NC(=O)N2CCN(S(=O)(=O)c3ccc4c(ccn4C)c3)CC2)c1 | -1
Cc1ccc(Cc2nc3ccccc3nc2SCC(=O)N2CCCCC2)cc1 | -10
COc1cc(/C=C2/C(=O)N(c3ccc(Cl)c(Cl)c3)N=C2C)cc(OC)c1OC | -3
CC1(C)CC(=O)C2=C(C1)c1c(ccc3ccccc13)NC2c1ccc(OCC(=O)O)cc1 (stereo unspecified) | 13
CCN(CC)c1ccc(NC(=O)Cc2ccccc2)c(C)c1 | -1
CS(=O)(=O)Nc1ccc(S(=O)(=O)NC2CCCC2)cc1 | -7
O=C(NCCCN1CCOCC1)c1cc2ccccc2o1 | -1
CCOC(=O)c1c(NC(=S)NCc2ccccc2)sc2c1CCC2 | -6
CCCOc1ccc(CNC(=O)CCCN2C(=O)CSc3c2c(C)nn3-c2ccccc2)cc1 | -4
Nc1c(C(=O)Nc2cc(Cl)cc(Cl)c2)sc2nc(-c3cccs3)ccc12 | -12
CCN(C(=O)c1cnc(N2CCOCC2)c2ccccc12)c1cc(C)ccc1C | 3
Next section:
SMILES | RBX1-CUL1 inh
COc1cc2c(-c3cccc(Cl)c3)nc3c(c(C)nn3-c3ccccc3)c2cc1OC | 3
O=C(N/N=C\c1ccccc1)c1ccc2c(c1)CN(c1cccc(C(F)(F)F)c1)C2 | 4
O=C(Nc1ccccc1)c1ccccc1Nc1ccc([N+](=O)[O-])cc1[N+](=O)[O-] | -5
O=C(COc1cc(Cl)ccc1Cl)N1CCC2(CC1)OCCO2 | 3
CN(C(=O)c1ccccn1)C(Cc1ccccc1)C1CCN(C(=O)c2ccc3c(c2)no[n+]3[O-])CC1 (stereo unspecified) | -3
O=S(=O)(c1ccc(Cl)cc1)c1nnn2c1nc(NCc1cccs1)c1sccc12 | 3
Cc1cc(C(=O)N2CCN(S(=O)(=O)c3ccc(F)cc3)CC2)c(C)o1 | 5
COc1ccc(Cl)cc1NC(=O)C1CCCN(c2ncnc3onc(C)c23)C1 (stereo unspecified) | -14
CSc1ncc(CN2CCc3ccc(NC(=O)c4ccncc4)cc3C2)cn1 | 3
COc1ccc(NS(=O)(=O)c2ccc3[nH]c4c(c3c2)CCCCC4)cc1 | -1
Cc1ccc(NC(=O)c2sc3nc(-c4ccncc4)ccc3c2N)cc1Cl | -12
CC(NC(=O)COC(=O)c1sc2ccccc2c1Cl)c1ccccc1 (stereo unspecified) | -2
CN1C(=O)/C(=C/c2cccc3ccccc23)N(C)C1=S | 14
CC(=O)c1ccc(N2CCN(c3nnnc4c3sc3nc(N5CCN(Cc6ccccc6)CC5)c(C#N)cc34)CC2)cc1 | 2
Cn1nccc1C(=O)NC1CC(=O)N(Cc2cccc(F)c2)C1 (stereo unspecified) | 1
CCOC(=O)c1cc(S(=O)(=O)Nc2c(C)cc(C)cc2C)[nH]n1 | -12
Cc1ccc(NC(=O)c2c(C)nc3ccccn23)cc1C | 1
COc1cc(C(c2cn(C)c3ccccc23)c2cn(C)c3ccccc23)cc(OC)c1OC(C)=O | 4
CCC(Cn1nnc2ccccc2c1=O)NC(=O)Nc1cccc(Cl)c1 (stereo unspecified) | 7
CCOC(=O)c1ccc(NC(=O)Cn2nc3c4ccccc4n(Cc4cccc(F)c4)cc-3c2=O)cc1 | -3
COc1ccccc1-n1c(=O)c2c3c(sc2n2c(=S)[nH]nc12)CCC3 | 9
Cn1c(COC(=O)c2sc3ccccc3c2Cl)nc2ccccc21 | -4
O=C(CS(=O)(=O)Cc1ccccc1)NC(c1ccccc1)c1ccccc1 | 5
Cn1nccc1C(=O)N1CCC(n2cc(-c3ccsc3)nn2)CC1 | -8
CC(C)CCn1c(N2CCN(C(=O)CCC(=O)O)CC2)nc2c1c(=O)[nH]c(=O)n2C | -2
The listing continues:
SMILES | RBX1-CUL1 inh
COc1cccc(-c2cnc(C(F)(F)F)nc2C2CCN(C(=O)CCn3ccc(C)n3)CC2)c1 | -8
Cc1nc2ccc(Br)cn2c(=O)c1Cl | -3
O=C(COc1ccc(Br)cc1Br)Nc1nnc(C2CCCCC2)s1 | 5
COc1cccc(CN2C(=O)NC(C)(C3CCN(C(=O)c4ccc(F)cc4)CC3)C2=O)c1OC (stereo unspecified) | -1
CCOc1ccc(NC(=O)Cn2c(=O)oc3cc(S(=O)(=O)NC4CCCC4)ccc32)cc1 | -1
CCCCNC(=O)c1nnn(-c2ccccc2F)c1C | 2
Cc1c(-c2ccc(Cl)cc2)oc(=O)c2c(N)n(-c3ccccc3)nc12 | 2
Cc1ccccc1NC(=O)C1CCN(C(=O)c2ccc(F)cc2)CC1 | 3
O=C(NCC1CCCN(C(=O)CCc2cn[nH]c2)C1)c1ccc(-c2ccccc2)cc1 (stereo unspecified) | 3
COc1cccc(-c2cc(=O)n(-c3ccccc3)[nH]2)c1 | 10
CCOC(=O)C1=C(c2ccccc2)N=c2s/c(=C\c3cccc(OC)c3O)c(=O)n2C1c1cccc(OC)c1 (stereo unspecified) | 7
CC(C)(CNC(=O)CCC1CCCC1)CNC(=O)CCC1CCCC1 | -5
Cc1ccc(S(=O)(=O)C2CCCCC2=O)cc1 (stereo unspecified) | 7
CSc1nc2ccc(S(=O)(=O)N3CCc4ccccc43)cc2s1 | -11
CCc1ccc(CN(C)C(=O)CCC2(Cc3ccc(C)cc3)CCC(=O)N2)cc1 (stereo unspecified) | 1
CCc1ccc(S(=O)(=O)c2c(C(=O)c3ccccc3)cnc3ccc(CC)cc23)cc1 | -4
Cc1cc(C)c2nc(SCCN3CCOCC3)cc(C)c2c1 | 7
CCc1c(C)sc(NC(=O)c2c(C)noc2C)c1C(=O)OC | 6
O=C(CS(=O)(=O)c1cccc2nsnc12)NCc1ccccc1 | -11
Cc1ccc(CNC(=O)C(CC(C)C)NS(=O)(=O)c2ccc3c(c2)oc(=O)n3C)cc1 (stereo unspecified) | 1
Cn1nnc2cc(C(=O)N3CCCCCC3)ccc21 | -6
N#Cc1ccccc1NC(=O)C(=O)NCC(c1cccnc1)N1CCc2ccccc21 (stereo unspecified) | 0

Bioassay records from PubChem.

An excerpt (hit frequency here may not be typical).
